Source: PubChem BioAssay (several laboratories)
RSV CPE inhibition – RSV antiviral activity via CPE protection, HEp-2 cells, primary 10 µM value included (AID 2391). HEp-2 cells, RSV-induced CPE inhibition; higher % means a stronger effect. CPE inhibition, % at 10 µM, or IC50 in µM where a hit was titrated. 0.13% of 310,000 active; in the data active means a potency from the dose series; inconclusive means CPE inhibition mostly from about 23% at the one dose, without a potency; inactive means the rest, 99 in 100 with CPE inhibition below about 21%; further: strong numbers were not always called active
T cell modulator – T cell immune modulators affecting CD8 T cell-vesicle binding. AID 2052. calls only at 7 µM. 2C CD8+ T cell-vesicle binding, flow cytometry; hits give low values. 0.068% of 330,000 active;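 active means response, share of CD8 T cells binding vesicles, and their 90th percentile fluorescence all below set limits, cut at about 80% in these data, passing the limit was not always enough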
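incubation = binding step 1.5 h, 37 °C, antibody labelling 20 min, ice | test system = 2C mouse CD8+ T cells | read-out basis = percent CD8+ FL2 mean versus row control | controls = Peptide-free naked vesicles (low) and QL9 vesicles with 0.7% DMSO vehicle (high) | detection = flow cytometry of vesicle-bound cells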
UTI89 phage lysis – protection from phage-mediated lysis, alamar blue read-out – E. coli UTI89, K1F phage, bacterial capsule biogenesis inhibitors (AID 488966); 0.02% of 340,000 active; inhibition, % at 100 µM; hits with a dose series show IC50 in µM; E. coli UTI89 K1F phage lysis, alamar blue, 2 h; higher % means a stronger effect;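 active means phage lysis inhibition, versus mean bacterial control, above a set limit; inconclusive means no clear call, values can overlap the other calls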;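 further: capsule biogenesis inhibitors block K1F phage lysis so surviving cells raise fluorescence; higher fluorescence means more inhibition of phage lysis; actives were called in the ten point dose series up to 300 µM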
T cell modulator vesicle-bound % – second read-out of T cell modulator, no call of its own (marks repeat the call); double positive events, %; measured here: CD8+ vesicle-bound cell fraction;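 binding gate set so that unloaded-vesicle control wells show 10% double positive cells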
The depositor's hits bear a star; i = inactive; ? = inconclusive; [ ] = another dose, or the depositor's remark. Not all compounds are listed; the hit share may differ from the screen's.

SMILES	RSV CPE inhibition	T cell modulator	T cell modulator vesicle-bound %	UTI89 phage lysis
C#CCOCCOCCOCCNc1nc(N2CCN(C(=O)CCCCCCCCCCNC(=O)[C@@H](CCSC)n3cc(CCO)nn3)CC2)nc(N2CCN(C(=O)CCCCCCCCCCNC(=O)[C@@H]([C@H](C)O)n3cc(C)nn3)CC2)n1	9.3%	i	33	0.7%
O=C(CN1C(=O)NC2(CCCC2)C1=O)Nc1nc2ccc(F)cc2s1	1.7%	i	25	1.1%[50 µM]
COc1ccc2nc(N3CCN(C(=O)c4ccc([N+](=O)[O-])o4)CC3)sc2c1	9.3%	i	31	-2.3%[50 µM]
COC(=O)Cc1ccc(OC(=O)CCS(=O)(=O)c2ccc(C)cc2)cc1	-0.3%	i	27	1.1%[50 µM]
CCCN(C(=O)CSc1nc2cc(S(=O)(=O)N(CC)CC)ccc2o1)C1CCS(=O)(=O)C1 (stereo not given)	0.1%	i	11	1.5%[50 µM]
COc1cc(/C=C/C(=O)N(C)CC(=O)Nc2ccccc2Br)cc2c1OCCO2	0.8%	i	41	1.0%[50 µM]
CCOc1ccc(NC(=O)CN(C)C(=O)CCC2CCCCC2)cc1OCC	0.6%	i	39	-0.5%[50 µM]
COc1ccc(C(=O)COC(=O)c2ccc([N+](=O)[O-])s2)cc1OC	0.4%	i	30	-0.9%[50 µM]
Cc1cccc(OCC(=O)NCC(C)(C)N2CCOCC2)c1	-0.6%	i	44	0.7%[50 µM]
COc1ccc(C(=O)c2ccccc2O)c(O)c1	1.0%	i	35	0.8%
Cc1cc(=O)c2c([nH]1)c(C)cc1[nH]c(C)c(C)c12	-0.7%	i	66	-1.2%
Cc1ccc(C(=O)COC(=O)CCS(=O)(=O)c2ccccc2)cc1[N+](=O)[O-]	1.2%	i	13	0.5%[50 µM]
CN(c1ccccc1)S(=O)(=O)c1cccc(C(=O)NCCCN2CCCC2=O)c1	-1.2%	i	24	0.6%[50 µM]
O=C(CN1C(=O)NC(Cc2c[nH]c3ccccc23)C1=O)Nc1ccccc1Br (stereo not given)	0.2%	i	43	0.8%[50 µM]
CC1Sc2ccc(C(=O)Nc3ccc(S(=O)(=O)N(C)C)cc3)cc2NC1=O (stereo not given)	4.5%	i	47	0.0%[50 µM]
O=c1oc(CCCO)cc2ccc(C#CC3(O)CCCCC3)cc12	0.4%	i	32	0.6%
CC(=O)Nc1ccc(S(=O)(=O)N(C)CC(=O)OC2CCCCC2=O)cc1 (stereo not given)	0.0%	i	46	0.0%
O=C(Nc1ncccc1O)c1cc2ccccc2o1	1.2%	i	47	1.6%[50 µM]
Cc1ccc(NC(=O)C2CCN(S(=O)(=O)c3ccc4c(c3)OCCO4)CC2)nc1	8.0%	i	60	1.6%[50 µM]
Nc1cc(C(=O)OCC(=O)N2CCCC2=O)ccc1Cl	0.1%	i	58	0.7%[50 µM]

In the list so far, eight have nitrogen in an aromatic ring.
SMILES	RSV CPE inhibition	T cell modulator	T cell modulator vesicle-bound %	UTI89 phage lysis
C#CCOCCOCCOCCNc1nc(N2CCN(C(=O)CCCCCCCCCCNC(=O)[C@@H](CCSC)n3cc(CCO)nn3)CC2)nc(N2CCN(C(=O)CCCCCCCCCCNC(=O)[C@@H]([C@H](C)O)n3cc(C)nn3)CC2)n1	9.3%	i	33	0.7%
O=C(CN1C(=O)NC2(CCCC2)C1=O)Nc1nc2ccc(F)cc2s1	1.7%	i	25	1.1%[50 µM]
COc1ccc2nc(N3CCN(C(=O)c4ccc([N+](=O)[O-])o4)CC3)sc2c1	9.3%	i	31	-2.3%[50 µM]
CCCN(C(=O)CSc1nc2cc(S(=O)(=O)N(CC)CC)ccc2o1)C1CCS(=O)(=O)C1 (stereo not given)	0.1%	i	11	1.5%[50 µM]
Cc1cc(=O)c2c([nH]1)c(C)cc1[nH]c(C)c(C)c12	-0.7%	i	66	-1.2%
O=C(CN1C(=O)NC(Cc2c[nH]c3ccccc23)C1=O)Nc1ccccc1Br (stereo not given)	0.2%	i	43	0.8%[50 µM]
O=C(Nc1ncccc1O)c1cc2ccccc2o1	1.2%	i	47	1.6%[50 µM]
Cc1ccc(NC(=O)C2CCN(S(=O)(=O)c3ccc4c(c3)OCCO4)CC2)nc1	8.0%	i	60	1.6%[50 µM]

The list continues:
SMILES	RSV CPE inhibition	T cell modulator	T cell modulator vesicle-bound %	UTI89 phage lysis
CCN(CC(=O)Nc1ccccc1C(F)(F)F)C(=O)c1ccccc1SCC(=O)N1CCCC1	0.2%	i	40	0.3%
CN(CC(=O)Nc1ccc(Cl)c(C(F)(F)F)c1)C(=O)c1cn2ccccc2n1	7.9%	i	24	0.6%[50 µM]
CCN(CC(=O)Nc1ccc(NC(C)=O)cc1)C(=O)CCCc1c[nH]c2ccccc12	0.8%	i	40	0.6%[50 µM]
CCN1C(=O)[C@H]2[C@@H](c3ccc(-c4cc(C(C)=O)cs4)cc3)N3CCCC[C@@]3(C(=O)OC)[C@H]2C1=O	1.4%	i	59	-0.6%
Cc1cnc(NC(=O)CCCNC(=O)c2ccc(Cl)cc2)s1	-0.1%	i	33	1.1%[50 µM]
CC(C)CCn1c(SCC(=O)NC2CC2)nc2cc(Cl)ccc2c1=O	-1.5%	i	32	1.0%[50 µM]
CC(=O)NC(CC(=O)OCC(=O)c1ccc(NC(=O)CC(C)C)cc1)c1ccccc1 (stereo not given)	1.4%	i	46	1.5%[50 µM]
CCC(Oc1ccccc1)C(=O)N1CCN(S(=O)(=O)c2ccccc2)CC1 (stereo not given)	0.6%	i	42	0.3%
Cc1ccc(C(O)C(=O)c2ccco2)cc1 (stereo not given)	0.9%	i	34	0.3%
CCN(CC(=O)Nc1ccc(NC(C)=O)cc1)C(=O)c1cccc(S(=O)(=O)N2c3ccccc3CC2C)c1 (stereo not given)	1.9%	i	20	-0.1%[50 µM]
O=C1C=C(c2cc3ccccc3o2)C[C@@H](c2ccc(F)cc2)C1	1.1%	i	28	-0.1%
Cc1ccc(C(=O)OC(C(=O)O)C(OC(=O)c2ccc(C)cc2)C(=O)O)cc1 (stereo not given)	0.3%	i	30	0.7%[50 µM]
Cc1cn(C2CC(OC(=O)C(C)C)C(CO)O2)c(=O)[nH]c1=O (stereo not given)	-0.9%	i	37	0.6%[50 µM]
N#CC1(NC(=O)Cn2cc(C(F)(F)F)ccc2=O)CCCC1	1.4%	i	44	0.2%[50 µM]
Cc1cccc(-c2oc3ccc(-c4ccc5c(c4)OCO5)cc3c2C#Cc2cncn2C)c1	4.8%	i	42	0.3%
O=[N+]([O-])c1cccc(S(=O)(=O)Nc2ccc(-c3ccc(N4CCCC4)nn3)cc2)c1	3.0%	i	32	2.5%[50 µM]
CC1CC(C)CN(C(=O)c2cc3ccccc3o2)C1 (stereo not given)	-0.8%	i	28	1.7%[50 µM]
Cc1ccc(C(=O)COC(=O)COc2ccccc2[N+](=O)[O-])s1	0.5%	i	42	0.4%[50 µM]
COc1ccc(-n2nnnc2SCC(=O)NC2CC2)cc1	0.7%	i	23	0.1%[50 µM]
COc1ccccc1C(C)NC(=O)c1cc(S(=O)(=O)N2CCCCC2)ccc1C (stereo not given)	1.3%	i	21	0.2%[50 µM]
CCOc1ccc(CCNC(=O)COC(=O)COc2ccc(Cl)cc2)cc1OCC	-1.1%	i	50	0.8%[50 µM]
N#Cc1cccc(S(=O)(=O)NCC(=O)NCc2ccc3c(c2)OCO3)c1	1.5%	i	36	0.7%[50 µM]
O=C(c1ccncc1)N1CCN(S(=O)(=O)c2cccc(Cl)c2)CC1	2.6%	i	39	1.2%[50 µM]
CCOc1cc(C(=O)Nc2ccc(S(=O)(=O)N3CCCCC3)cc2)ccc1OCC(=O)N1CCOCC1	4.2%	i	46	-1.4%
CN(C(=O)COC(=O)c1ccccc1Nc1ccccc1)c1c(N)n(Cc2ccccc2)c(=O)[nH]c1=O	19%	i	24	-0.5%[50 µM]
CCN(CC)c1ccc(S(=O)(=O)N2CCOCC2)cc1NC(=O)CSc1ccccc1	2.8%	i	42	-0.3%[50 µM]
CN(CC(=O)Nc1cccc(F)c1)C(=O)c1cc([N+](=O)[O-])ccc1N1CCCCC1	-1.3%	i	40	-0.2%[50 µM]
COc1ccc(C2(c3ccc(OC)cc3)NC(=O)N(CC(=O)N3CCOCC3)C2=O)cc1	2.3%	i	46	-0.4%
CN(CC(=O)Nc1ccc(Cl)cc1)C(=O)CNC(=O)c1ccc2c(c1)OCO2	-1.0%	i	49	1.0%[50 µM]
Cn1c(-c2ccsc2)c(-c2cccs2)c2cc(-c3cccc4[nH]ccc34)ccc21	24%	i	44	0.8%
Cc1cccc(NC(=O)c2ccc(NC(=O)CC3SC(N4CCCC4)=NC3=O)cc2)n1 (stereo not given)	0.3%	i	38	-1.4%
COc1ccc(Nc2cccc3ccccc23)cc1	9.4%	i	46	-1.3%
CCN1C(=O)[C@H]2[C@@H](c3ccc(-c4ccc(F)cc4)cc3)N[C@@](Cc3ccccc3)(C(=O)OC)[C@H]2C1=O	-0.2%	i	47	2.3%
NC(=O)CCCn1c(C(=O)c2ccc(Cl)cc2)c2ccc([N+](=O)[O-])cc2[n+]1[O-]	0.2%	i	28	-3.1%
CCOc1ccccc1CNc1ncnc2ccc(-c3c(C)noc3C)cc12	-1.2%	i	18	1.2%
CC(C)Cn1nc(C(=O)NCc2ccccc2CN2CCCC2)c2ccccc2c1=O	-1.4%	i	18	0.7%[50 µM]
O=C(CCN1C(=O)c2ccccc2S1(=O)=O)N1CCN(c2ccccc2F)CC1	0.1%	i	50	1.0%[50 µM]
CCOC(=O)C1=C(C)NC(C)=C(C(=O)OCC)C1C(=O)OCC(=O)NC1(C#N)CCCCC1	-2.1%	i	48	0.2%[50 µM]
O=C1CCCCCCCN1Cc1ccccc1	0.8%	i	23	-0.6%
O=C(c1cc(-c2ccco2)nc2ccccc12)N1CCN(Cc2ccccc2)CC1	0.1%	i	6	-1.3%
CCN(CC)CCCn1c2c(c(SCC(=O)Nc3nccs3)nc1=O)CCC2	-2.5%	i	38	0.5%[50 µM]
COc1ccc(C(=O)OCC(=O)Nc2c(C)n(C)n(-c3ccccc3)c2=O)cc1OC	0.5%	i	38	0.3%[50 µM]
CC1CCCCC12NC(=O)N(CC(=O)Nc1sccc1C(N)=O)C2=O (stereo not given)	0.4%	i	62	0.1%[50 µM]
Cc1cc(C)nc(NS(=O)(=O)c2ccc(NC(=O)CCC(=O)O)cc2)n1	0.7%	i	15	0.7%
COc1cccc(C(c2c(C)[nH]n(-c3ccccc3)c2=O)c2c(C)[nH]n(-c3ccccc3)c2=O)c1O	0.1%	i	5	1.2%[50 µM]
Cc1cc(C)cc(OCC(=O)OCC(=O)N2CCc3ccccc32)c1	1.3%	i	47	1.2%[50 µM]
CC(C)(C)OC(=O)NCc1ccc(CNC(=O)c2[nH]cnc2C(=O)NC2CCN(C(=O)OC(C)(C)C)CC2)cc1	6.4%	i	34	2.0%
CC(C)CN1CCN=C1N(C)C	-0.2%	i	41	0.8%
COc1ccc(C(=O)NCc2ccncc2)cc1S(=O)(=O)NCc1ccc(Cl)cc1	1.2%	i	38	0.1%[50 µM]
Cc1cc(NC(=O)CSc2nc(=O)n3cc(Cl)ccc3n2)no1	11%	i	58	0.9%[50 µM]
CCN(CC(=O)Nc1c(F)cccc1F)C(=O)Cc1csc(-c2ccc(OC)c(OC)c2)n1	-0.8%	i	36	0.7%[50 µM]
COCCn1c(SCC(=O)c2c(N)n(C3CC3)c(=O)[nH]c2=O)nnc1-c1cccc(C)c1	1.8%	i	20	-0.4%
CC1(C)CC(NC(=O)c2cc(S(=O)(=O)N3CCOCC3)c(Cl)cc2Cl)CC(C)(C)N1	-1.8%	i	22	0.6%[50 µM]
CCN(CC(=O)NCc1cccs1)C(=O)c1ccc(OC)c(OC)c1	-0.3%	i	14	0.1%[50 µM]
COc1ccc(CNS(=O)(=O)CCNC(=O)c2cccc(OC)c2)cc1	-2.5%	i	30	-0.6%
Cc1ccccc1OCCC(=O)OCC(=O)NNC(=O)c1cccs1	0.6%	i	6	0.8%[50 µM]
Cn1c(=NC(=O)CCS(=O)(=O)c2ccccc2)sc2cc(F)ccc21	-1.2%	i	32	-0.4%[50 µM]
COc1cc(SC)ccc1C(=O)Nc1cccc(S(=O)(=O)NC2=NCCCCC2)c1	?	i	51	0.0%[50 µM]
Cc1c(N(C)S(=O)(=O)c2cc(C(=O)NCC3CCCO3)ccc2Cl)c(=O)n(-c2ccccc2)n1C (stereo not given)	-1.9%	i	12	0.4%[50 µM]
O=C(CCN1C(=O)c2ccccc2S1(=O)=O)Nc1ccc(F)c([N+](=O)[O-])c1	0.5%	i	60	0.8%[50 µM]
